From PubChem
KB-V1 cytotox: kills drug-selected multidrug resistant KB-V1 cells. KB-V1 MDR cells viability, CellTiter-Glo, 72 h. Potency, µM (series often up to 46.1 µM), inactives show at the top dose activity change, negative = cytotoxicity, actives largely listed as cytotoxic. hit rate 3.4% among 400,000. AID 1347076; note: potency is the fitted concentration of half-maximal effect; % is set by controls: 0 for no effect and ±100 for the full control effect; nearly all actives have a fitted effect of over 60% in size
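KB-V1 cells (P-gp-expressing MDR subline of KB-3-1) in phenol-red-free DMEM with 10% FBS were exposed to library compounds over a concentration series for 72 h at 37 degrees C. Viability read by CellTiter-Glo luminescence; concentration-effect curves fitted after normalization.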
PTHR1 ag: activates the human parathyroid hormone receptor PTHR1; hit rate 0.075% among 410,000; AID 743266; Q03431; Potency, µM (titrated, usually from 115 µM), for inactives: at the highest dose activation, usual class: activators; HEK293 GP2 PTHR1 cells, GloSensor cAMP luminescence, 1 h; note: potency is the fitted concentration of half-maximal effect; nearly all actives have a fitted effect of over 55% in size; some results filed as inactive show a strong effect at the top dose; inactives centre near -15; many of its hits are not listed in these tables
Target sequence (Q03431 whole entry, looked up): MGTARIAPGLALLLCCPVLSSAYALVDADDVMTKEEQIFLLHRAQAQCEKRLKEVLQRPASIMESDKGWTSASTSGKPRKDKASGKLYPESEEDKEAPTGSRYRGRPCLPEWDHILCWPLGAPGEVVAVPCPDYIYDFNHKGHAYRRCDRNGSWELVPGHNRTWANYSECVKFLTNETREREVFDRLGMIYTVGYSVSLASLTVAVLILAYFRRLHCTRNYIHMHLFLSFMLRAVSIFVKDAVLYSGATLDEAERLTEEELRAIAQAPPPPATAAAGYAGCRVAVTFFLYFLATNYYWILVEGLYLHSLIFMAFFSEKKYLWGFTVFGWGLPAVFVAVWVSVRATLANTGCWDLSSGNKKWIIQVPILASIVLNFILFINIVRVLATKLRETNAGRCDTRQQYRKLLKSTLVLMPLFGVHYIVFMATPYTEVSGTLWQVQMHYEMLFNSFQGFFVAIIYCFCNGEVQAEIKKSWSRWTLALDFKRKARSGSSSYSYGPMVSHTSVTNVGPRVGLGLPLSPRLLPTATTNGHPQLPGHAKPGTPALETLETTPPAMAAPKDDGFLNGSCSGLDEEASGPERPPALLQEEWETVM
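HEK-293-derived GP2 cells expressing PTHR1 and a GloSensor cAMP reporter, 3,000/well, plated overnight, given luciferin plus IBMX (each 0.5 mM as added) for 1 h at 37 °C, then compound for 1 h at 37 °C. Luminescence was read after 15 min at room temperature.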
GLP1R cytotox: cytotoxicity in counter-screen for GLP-1R inverse agonists. HEK293 cAMP-luciferase reporter cells, luminescence, 24 h. Potency, µM (highest dose often 38.3 µM), for inactives: at the highest dose activity change, negative = inhibition, hits mostly inhibitors. hit rate 0.13% among 410,000;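 note: loss of luciferase light is scored as toxicity; potency is the fitted concentration of half-maximal effect; % is set by controls: 0 for no effect and ±100 for the full control effect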
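Cells in DMEM/10% Nu serum/1% pen-strep, 1536-well format. Pre-incubated 12 h, dosed with 23 nL compound, incubated a further 24 h. Luciferase detection, 12 min at room temp, luminescence.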
GLP1R ag: GLP-1 receptor (human) agonism; P43220; AID 624172; hit rate 0.007% among 380,000; Potency, µM (titrated, usually from 45.6 µM), for the others: at the highest dose activation, hits mostly activators; HEK293 GLP-1R CRE-luciferase, luminescence, 4-6 h; cells express a hypersensitive GLP-1R form; note: potency is the fitted concentration of half-maximal effect; % of control where 0% means no effect
DRD3 agonist: agonists of human D3 dopamine receptor. P35462. D3R DiscoveRx beta-arrestin cells, luminescence, 90 min. max activation, %. hit rate 0.58% among 410,000; in the data active = max activation above about 30%; note: 0% is about no effect; mostly tested at two doses, the higher about 12 µM
Target sequence (P35462 whole entry, looked up): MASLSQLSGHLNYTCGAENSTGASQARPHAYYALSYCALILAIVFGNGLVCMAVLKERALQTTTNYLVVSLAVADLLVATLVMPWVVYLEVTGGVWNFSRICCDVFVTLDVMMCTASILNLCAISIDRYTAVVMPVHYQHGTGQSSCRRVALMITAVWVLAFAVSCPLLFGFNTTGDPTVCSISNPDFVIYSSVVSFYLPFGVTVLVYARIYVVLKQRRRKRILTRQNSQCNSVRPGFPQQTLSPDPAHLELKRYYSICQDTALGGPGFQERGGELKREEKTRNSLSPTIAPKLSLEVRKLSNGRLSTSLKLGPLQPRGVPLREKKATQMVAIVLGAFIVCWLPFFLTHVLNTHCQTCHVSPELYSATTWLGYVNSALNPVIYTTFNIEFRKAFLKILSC
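Cells at 1500/well, incubated overnight, then treated with pinned compounds (dopamine as control) for 90 min at 37 degrees C. DiscoveRx reagent added for 30 - 60 minutes at room temperature; luminescence read.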
aSyn yeast inh: inhibitors of alpha-synuclein toxicity in yeast. Yeast expressing alpha-synuclein, growth rescue, BacTiter-Glo, 24 h. Potency, µM (doses to about 46.1 µM), for the others: at the top dose growth rescue (activation), actives largely listed as activators. hit rate 0.14% among 370,000. AID 652106; note: potency is the fitted concentration of half-maximal effect; % of control where 0% means no effect; nearly all actives have a fitted effect of over 65% in size
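Rescue of yeast growth: cells expressing toxic alpha-synuclein, induced in galactose at OD600 0.02, incubated with compound 24 h at 30 C. ATP luminescence quantified growth; inhibitors of toxicity appear as activators.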
TDP43 rescue: TDP-43 toxicity inhibition in yeast; Potency, µM (titrated, usually from 46.1 µM), inactives show at the highest dose growth rescue (activation), hits mostly activators; hit rate 1.8% among 410,000; TDP-43 expressing yeast growth rescue, BacTiter-Glo, 24 h; note: potency is the fitted concentration of half-maximal effect; % of control where 0% means no effect; nearly all actives have a fitted effect of over 50% in size
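Cell-based yeast growth screen: TDP-43 expression induced in galactose, inoculum OD600=0.02 after raffinose pregrowth to mid-log. Read-out BacTiter-Glo luminescence at 24 hr, 30 deg C; inhibition of toxicity seen as signal increase.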
GLP-1R inv ag: acts as inverse agonist at human GLP-1 receptor; hit rate 1.6% among 410,000; Potency, µM (doses to about 38.3 µM), without a hit: top-dose activity change, negative = inhibition, usual class: inhibitors; HEK293 GLP-1R CRE-luciferase, luminescence, 24 h; GLP-1R form is constitutively active; AID 624417; P43220; note: potency is the fitted concentration of half-maximal effect; % is set by controls: 0 for no effect and ±100 for the full control effect; nearly all actives have a fitted effect of over 55% in size
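Inverse agonists were sought by their lowering of basal cAMP reporter luciferase output in HEK293 cells stably carrying constitutively active human GLP-1R, after 24 h compound treatment.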
D3 antag: D3 dopamine receptor (human) antagonism. P35462. hit rate 2.5% among 360,000. max response, negative = inhibition, %. D3R cells, DiscoveRx beta-arrestin luminescence, antagonist mode; stronger effect = lower value; in the data active = max response below about -50%; inconclusive = no clear call, values can overlap the other calls; note: % is set by controls: 0 for no effect and ±100 for the full control effect; mostly tested at two doses, the higher about 12 µM
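Cells expressing the human receptor were seeded at 1500 cells/well, incubated overnight at 37 degrees C in 5% CO2, then exposed to library compounds with dopamine controls for 90 minutes at 37 degrees C before luminescent detection.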
* marks the source's active call; other numbers are inactive results; [ ] = another dose, or the depositor's remark. Unless noted, calls come from the whole dose curve; as a rule, active = well fitted curve in the direction sought with a large enough effect; inconclusive = small, poorly fitted or top-dose-only effect, or another doubt; inactive = no such curve, though single readings can be large; an effect the other way counts as inactive or inconclusive.

COc1ccc(S(=O)(=O)N2CCC(C(=O)NCCc3ccc4c(c3)OCO4)CC2)cc1 was read as KB-V1 cytotox -20%, PTHR1 ag -6%, GLP1R cytotox -12%, GLP1R ag 4%, DRD3 agonist 2, aSyn yeast inh -1%, TDP43 rescue 13%, GLP-1R inv ag inconclusive and D3 antag -12.
O=C(NCCc1nc2ccccc2n1Cc1ccc(F)cc1)c1ccco1 was read as KB-V1 cytotox inconclusive, PTHR1 ag inactive, GLP1R cytotox 1%, DRD3 agonist -1, TDP43 rescue 12% and GLP-1R inv ag -24%.
Screening COc1cccc(Nc2nnc(SCC(=O)N3CC(=O)Nc4ccccc43)s2)c1 returned KB-V1 cytotox 0%, PTHR1 ag -5%, GLP1R cytotox -6%, GLP1R ag 4%, DRD3 agonist -8, aSyn yeast inh -1%, TDP43 rescue -12%, GLP-1R inv ag -9% and D3 antag -10.
Screening CCc1c(C)nc2ncnn2c1N1CCCC(C(=O)Nc2cc(F)ccc2C)C1 (stereo not given) returned KB-V1 cytotox -24%, PTHR1 ag -20%, GLP1R cytotox 13%, GLP1R ag 7%, DRD3 agonist 0, aSyn yeast inh -3%, TDP43 rescue 6%, GLP-1R inv ag 25% and D3 antag 11.
O=Cc1ccc(OCc2cccc(C(F)(F)F)c2)cc1O was read as KB-V1 cytotox 29%, PTHR1 ag -41%[inhibitor], GLP1R cytotox -12%, GLP1R ag 10%, DRD3 agonist -4, aSyn yeast inh -19%, TDP43 rescue 1%[9.22 µM], GLP-1R inv ag inconclusive and D3 antag -9.
CCN(CC)CCN1C(=O)c2oc3ccc(F)cc3c(=O)c2C1c1ccncc1 (stereo not given) was read as KB-V1 cytotox 9%, PTHR1 ag inactive, GLP1R cytotox -1%, GLP1R ag -3%, DRD3 agonist 1, aSyn yeast inh 3%, TDP43 rescue -4%, GLP-1R inv ag 6% and D3 antag -5.
`CCCS(=O)(=O)N1CCC(C(=O)NCCc2ccc(OC)c(OC)c2)CC1` gave KB-V1 cytotox 7%, PTHR1 ag -9%[57.5 µM], GLP1R cytotox 3%, GLP1R ag -11%, DRD3 agonist 4, aSyn yeast inh 2%, TDP43 rescue -6%, GLP-1R inv ag 10% and D3 antag 1.
`Cc1cccc(-c2nc(CS(=O)CC(=O)NCc3ccc(Cl)cc3)c(C)o2)c1` (stereo not given) gave KB-V1 cytotox 10%, PTHR1 ag inactive, GLP1R cytotox 1%, DRD3 agonist 8, TDP43 rescue 17% and GLP-1R inv ag -16%.
Screening Cc1oc2c(CN3CCOCC3)c(O)ccc2c(=O)c1-c1ccccc1 returned KB-V1 cytotox 7%, PTHR1 ag inactive, GLP1R cytotox -15%, GLP1R ag -1%, DRD3 agonist 3, aSyn yeast inh 6%, TDP43 rescue -1%, GLP-1R inv ag -13% and D3 antag -4.
`O=c1cc2c(c(-c3ccccc3)n1Cc1ccccc1)[C@@H](CCO)NC2` gave KB-V1 cytotox 0%, PTHR1 ag inactive, GLP1R cytotox -9%, GLP1R ag 4%, DRD3 agonist -40, aSyn yeast inh 8%, TDP43 rescue 3%, GLP-1R inv ag 6% and D3 antag inconclusive.
CSc1nc(Oc2ccc(Cl)cc2)c2sccc2n1 was read as KB-V1 cytotox 1%, PTHR1 ag 26%[57.5 µM], GLP1R cytotox -12%, GLP1R ag -8%, DRD3 agonist 1, aSyn yeast inh 0%, TDP43 rescue 2%, GLP-1R inv ag 39%[activator] and D3 antag 13.
`COc1ccc(S(=O)(=O)N2CCN(Cc3cccc([N+](=O)[O-])c3)CC2)cc1` gave KB-V1 cytotox inconclusive, PTHR1 ag inactive, GLP1R cytotox 9%, GLP1R ag 1%, DRD3 agonist -3, aSyn yeast inh 1%, TDP43 rescue inconclusive, GLP-1R inv ag -5% and D3 antag 0.
CCN1C(=O)/C(=C\c2ccncc2)SC1=S was read as KB-V1 cytotox 6%, PTHR1 ag -14%, GLP1R cytotox -6%, GLP1R ag -4%, DRD3 agonist 4, aSyn yeast inh -21%, TDP43 rescue -2%, GLP-1R inv ag 8% and D3 antag -8.
O=C(Nc1ccccc1Cl)c1cc(S(=O)(=O)N2CCCC(C(=O)O)C2)ccc1F (stereo not given) was read as KB-V1 cytotox -4%, PTHR1 ag 18%, GLP1R cytotox 9%, GLP1R ag 0%, DRD3 agonist -6, aSyn yeast inh -3%, TDP43 rescue -20%, GLP-1R inv ag 7% and D3 antag -15.
Cc1cccn2c(=O)c3cc(C(=O)N4COCC4(C)C)sc3nc12 was read as KB-V1 cytotox 18%, PTHR1 ag -24%, GLP1R cytotox 4%, GLP1R ag 6%, DRD3 agonist 1, aSyn yeast inh 3%, TDP43 rescue 23%, GLP-1R inv ag 23% and D3 antag 23.
For CN(C)/C=C1\C(=O)N(c2ccc(Oc3ccccc3)cc2)CS1=O (stereo not given) the results were KB-V1 cytotox 25%, PTHR1 ag -12%[57.5 µM], GLP1R cytotox -6%, GLP1R ag 12%, DRD3 agonist -3, aSyn yeast inh 1%, TDP43 rescue 0%, GLP-1R inv ag 0% and D3 antag 13.
`CSc1ccc(CNC(=O)c2ccc(NC(=O)C3=CSCCO3)cc2)cc1` gave KB-V1 cytotox -6%, PTHR1 ag inactive, GLP1R cytotox -4%, GLP1R ag -3%, DRD3 agonist -12, aSyn yeast inh 1%, TDP43 rescue -5%, GLP-1R inv ag 22% and D3 antag -2.
`O=C(Nc1cccc(S(=O)(=O)N2CCCC2)c1)C1CCCN1C(=O)c1cccs1` (stereo not given) gave KB-V1 cytotox 0%, PTHR1 ag -10%, GLP1R cytotox 3%, GLP1R ag 10%, DRD3 agonist 3, aSyn yeast inh 0%, TDP43 rescue 11%, GLP-1R inv ag 8% and D3 antag -2.
O=C(CSc1ccsc1[N+](=O)[O-])N1CCCCCC1 was read as KB-V1 cytotox -28%, PTHR1 ag inactive, GLP1R cytotox -4%, GLP1R ag -5%, DRD3 agonist 1, aSyn yeast inh -15%, TDP43 rescue 12%, GLP-1R inv ag 25% and D3 antag -19.
Screening Cc1ccc(C2CC(=O)Oc3cc(O)ccc32)cc1 (stereo not given) returned KB-V1 cytotox 5%, PTHR1 ag inactive, GLP1R cytotox -10%, GLP1R ag 0%, DRD3 agonist 0, aSyn yeast inh 1%, TDP43 rescue 7%, GLP-1R inv ag -55% and D3 antag 0.
For NC(=O)CC[C@H](NC(=O)c1ccc(Cl)cc1)C(=O)NNC(=O)COc1cccc(Br)c1 the results were KB-V1 cytotox 3%, PTHR1 ag -6%, GLP1R cytotox -12%, GLP1R ag 0%, DRD3 agonist -2, aSyn yeast inh -5%, TDP43 rescue -3%, GLP-1R inv ag -11% and D3 antag 4.
CC(=O)N1CCC(C(=O)OCc2ccccc2F)(c2ccccc2)CC1 was read as KB-V1 cytotox inconclusive, PTHR1 ag -11%, GLP1R cytotox -17%, GLP1R ag 10%, DRD3 agonist -10, aSyn yeast inh 5%, TDP43 rescue 29%, GLP-1R inv ag inconclusive and D3 antag 7.

Filtered by structure, the entries above with a nitro group on carbon (two)
`COc1ccc(S(=O)(=O)N2CCN(Cc3cccc([N+](=O)[O-])c3)CC2)cc1` gave KB-V1 cytotox inconclusive, PTHR1 ag inactive, GLP1R cytotox 9%, GLP1R ag 1%, DRD3 agonist -3, aSyn yeast inh 1%, TDP43 rescue inconclusive, GLP-1R inv ag -5% and D3 antag 0.
O=C(CSc1ccsc1[N+](=O)[O-])N1CCCCCC1 was read as KB-V1 cytotox -28%, PTHR1 ag inactive, GLP1R cytotox -4%, GLP1R ag -5%, DRD3 agonist 1, aSyn yeast inh -15%, TDP43 rescue 12%, GLP-1R inv ag 25% and D3 antag -19.

2 entries picked at random from the list so far:
For NC(=O)CC[C@H](NC(=O)c1ccc(Cl)cc1)C(=O)NNC(=O)COc1cccc(Br)c1 the results were KB-V1 cytotox 3%, PTHR1 ag -6%, GLP1R cytotox -12%, GLP1R ag 0%, DRD3 agonist -2, aSyn yeast inh -5%, TDP43 rescue -3%, GLP-1R inv ag -11% and D3 antag 4.
O=C(CSc1ccsc1[N+](=O)[O-])N1CCCCCC1 was read as KB-V1 cytotox -28%, PTHR1 ag inactive, GLP1R cytotox -4%, GLP1R ag -5%, DRD3 agonist 1, aSyn yeast inh -15%, TDP43 rescue 12%, GLP-1R inv ag 25% and D3 antag -19.

This is a subset, so the mix of outcomes need not match the whole.
